High-throughput results from PubChem BioAssay.
KCNK9 block: inhibitors of human KCNK9 two-pore domain potassium channel. B-score at 10 µM. HEK293 KCNK9, FluxOR thallium flux fluorescence; hits give low values. actives 1.2% (n = 310,000). Q9NPC2;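 active = ratio B-score over 3 SD below the library mean, with starting fluorescence within 5 SD of its mean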;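 note: negative B-score means less thallium flux so channel inhibition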
RGS4 inh: inhibitors of human RGS4; HEK293 M3R/RGS4 inducible, Fluo-4 calcium flux; hits give high values; triggered by carbachol at its EC20; actives 0.45% (n = 310,000); AID 463165; P49798; B-score at 10 µM;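 active = B-score, a plate-corrected calcium signal, over three deviations above library mean, with baseline fluorescence within five deviations of library mean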;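 note: RGS4 expression induced by doxycycline in cells with stable M3 receptor; B-score is computed from the integrated fluorescence ratio over baseline after carbachol; higher B-score means a larger calcium signal and so more RGS4 inhibition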
TMEM16A act: mouse TMEM16A channel activation, primary screen; Q8BHY3; HEK293 TMEM16A/YFP-H148Q/I152L, iodide quench fluorescence; hits give low values; B-score at 10 µM; actives 0.3% (n = 340,000); AID 623877;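 active = fluorescence-ratio B-score plate-corrected deviation score at least 3 library SD below zero, with starting fluorescence score within 5 deviations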;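 note: channel opened by trigger with iodide after compound preincubation; score built on the fluorescence ratio of max minus min over baseline; more negative score means more quench and so TMEM16A activation or potentiation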
KCNK3 block: human KCNK3 channel inhibition, primary screen; actives 0.84% (n = 340,000); CHO-KCNK3 thallium flux, FluxOR fluorescence; hits give low values; O14649; B-score at 10 µM; AID 602410;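 active = B-score under library mean minus 4 SD, starting fluorescence ratio at most library mean plus 5 SD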;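 note: more negative B-score means stronger inhibition of thallium flux through KCNK3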
TMEM16A inh: inhibitors of mouse TMEM16A calcium-activated chloride channel; Q8BHY3; HEK293 TMEM16A/YFP iodide influx fluorescence, ionomycin; normalized B-score (activity score, 25-100; higher = stronger inhibition) at 10 µM; actives 1.2% (n = 310,000); AID 588511;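 active = ratio plate-corrected score three or more library SD toward inhibition, starting fluorescence score within five deviations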;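 note: score derived from kinetic fluorescence span divided by baseline fluorescence per well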
KCNQ1 block: inhibitors of human KCNQ1 potassium channel | P51787 | CHO-K1 KCNQ1, FluxOR thallium flux fluorescence; hits give high values | B-score at 10 µM | actives 1.3% (n = 310,000) | AID 2642;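 active = compounds whose thallium flux B-score, printed positive for inhibition, exceeds three library SD while starting fluorescence stays within three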;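 note: channel opened by potassium depolarization with thallium stimulus after 20 min compound exposure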
RGS4 act: RGS4 potentiation or activation; HEK293 M3R/inducible RGS4, carbachol calcium flux Fluo4; hits give low values; B-score at 10 µM; actives 0.92% (n = 310,000); AID 463111;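 active = B-score of the integrated calcium signal more than 4 SD below the library mean, with starting fluorescence not abnormally high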;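 note: negative B-score means reduced calcium response which marks RGS4 activation or potentiation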
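Detection: kinetic calcium fluorescence imaging with Fluo4-AM dye, 2 µM / Material: HEK293 cells with stable M3R and inducible RGS4 / Schedule: recording 10 s baseline at 1 Hz, 100 s post-agonist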
HDAC3 inh: human HDAC3 inhibition; O15379; recombinant HDAC3, fluorogenic peptide/trypsin coupled, fluorescence; inhibition, % at 8.3 µM; actives 0.15% (n = 320,000); AID 2718; in the data active = inhibition above about 26%, passing the limit was not always enough; inconclusive = no clear call, values can overlap the other calls
SKKanGAS inh: SKKanGAS growth inhibition; S. pyogenes SKKanGAS, kanamycin growth, BacTiter-Glo, 6 h; inhibition, % at 7.5 µM; actives 1.3% (n = 300,000);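 active = mean replicate score, as percent of positive control median, at least 50; inconclusive = mean below 50 but one replicate at or above 50; inactive = mean and every replicate below 50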;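 note: strain carries kanamycin resistance gene driven by streptokinase promoter and grows in 40 µg/ml kanamycin; loss of luminescence reflects streptokinase promoter inhibition or plain growth inhibition; 0% = median of DMSO wells and 100% = positive control at its reference dose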
KCNQ1 pot: potentiators or activators of human KCNQ1 potassium channel | CHO-K1 KCNQ1, thallium flux FluxOR fluorescence; hits give high values | B-score at 10 µM | actives 0.35% (n = 310,000) | AID 2648;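 active = fluorescence ratio B-score, a plate-corrected score, at least three library SD, with initial intensity B-score within 5 SD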
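Schedule – 37 °C overnight plating, 90-min dark dye load, 20-min compound pretreatment · System – stable KCNQ1 CHO-K1 line · Probe or stimulus – thallium- and potassium-containing depolarizing buffer · Measured by – kinetic FluxOR fluorescence, 10 s baseline plus 110 s post-stimulus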
hERG rescue: compounds protecting human hERG from proarrhythmic drug block; Q12809; CHO-hERG, FluxOR thallium flux, dofetilide IC70 present; activation (rescue from dofetilide block), less the hit threshold, % at 10 µM; actives 0.51% (n = 310,000);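 active = activation above the mean of controls blocked by dofetilide plus 5 SD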;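 note: thallium influx through hERG after potassium depolarization seen as dye fluorescence rise; in these data hits start at about 4.7%; inactives centre near -7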
Target sequence (Q12809 whole entry, looked up): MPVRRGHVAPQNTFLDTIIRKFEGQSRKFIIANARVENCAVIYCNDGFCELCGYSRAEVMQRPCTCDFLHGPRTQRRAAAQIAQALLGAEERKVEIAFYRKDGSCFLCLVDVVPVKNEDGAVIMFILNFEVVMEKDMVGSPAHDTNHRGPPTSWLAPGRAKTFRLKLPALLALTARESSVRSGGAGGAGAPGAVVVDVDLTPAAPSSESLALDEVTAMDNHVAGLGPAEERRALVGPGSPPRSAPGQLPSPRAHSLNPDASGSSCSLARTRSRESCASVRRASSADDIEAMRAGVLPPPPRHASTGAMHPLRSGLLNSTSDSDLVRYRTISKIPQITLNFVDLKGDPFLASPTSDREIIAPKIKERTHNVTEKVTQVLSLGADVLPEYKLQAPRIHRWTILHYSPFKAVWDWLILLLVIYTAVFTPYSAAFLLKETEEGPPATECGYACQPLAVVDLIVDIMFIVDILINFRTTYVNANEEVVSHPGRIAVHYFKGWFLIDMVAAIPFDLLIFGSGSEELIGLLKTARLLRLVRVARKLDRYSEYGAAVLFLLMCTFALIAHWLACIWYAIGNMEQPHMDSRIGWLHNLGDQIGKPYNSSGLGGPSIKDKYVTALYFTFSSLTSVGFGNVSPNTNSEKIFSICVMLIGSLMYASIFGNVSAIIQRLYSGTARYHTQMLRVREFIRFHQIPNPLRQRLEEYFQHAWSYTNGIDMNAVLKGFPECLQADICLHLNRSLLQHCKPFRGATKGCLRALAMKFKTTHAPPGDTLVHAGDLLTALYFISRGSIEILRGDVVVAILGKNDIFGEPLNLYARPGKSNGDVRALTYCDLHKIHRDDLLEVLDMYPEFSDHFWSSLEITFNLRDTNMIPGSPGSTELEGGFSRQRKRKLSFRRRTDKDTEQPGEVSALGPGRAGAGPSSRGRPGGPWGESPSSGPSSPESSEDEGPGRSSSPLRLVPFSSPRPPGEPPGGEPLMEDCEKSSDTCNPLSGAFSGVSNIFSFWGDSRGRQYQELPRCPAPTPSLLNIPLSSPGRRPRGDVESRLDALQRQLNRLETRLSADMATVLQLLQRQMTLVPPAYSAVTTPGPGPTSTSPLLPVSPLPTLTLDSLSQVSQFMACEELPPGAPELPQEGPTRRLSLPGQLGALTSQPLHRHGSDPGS
Numbers without * were called inactive; i = inactive; ? = inconclusive; nt = not tested or not shown.

SMILES | KCNK9 block | RGS4 inh | TMEM16A act | KCNK3 block | TMEM16A inh | KCNQ1 block | RGS4 act | HDAC3 inh | SKKanGAS inh | KCNQ1 pot | hERG rescue
COc1ccccc1N1CCN(C2CCN(C(=O)COc3cccc(C)c3)CC2)CC1 | i | i | i | i | i | i | i | 3.5 | -6.4 | i | 0.2
Cc1noc(/C=C/c2ccco2)c1S(=O)(=O)N1CCC(C(=O)N2CCc3ccccc32)CC1 | i | i | i | i | i | i | i | 2.5 | 5.1 | i | -9.4
Cc1ccc(SCCC(=O)N2CCOCC2)cc1 | i | i | i | i | i | i | i | 1.8 | -1.3 | i | -3.3
COc1ccccc1NC(=O)c1nnn(Cc2ccccc2)c1NC(C)=O | i | i | i | i | i | i | i | -3.8 | 0.8 | i | -9.4
N#CC1=C2Sc3ccccc3N2CCCC1=O | i | i | i | i | i | i | i | 8.7 | -1.9 | i | -6.7
CCOc1ccc(OCC)c(S(=O)(=O)N2CCOCC2)c1 | i | i | i | i | i | i | i | -5.4 | -5.3 | i | -3.8
Cc1ccc(NC(=O)c2cc3cc(OC(F)(F)F)ccc3[nH]2)cc1 | i | i | nt | nt | i | 6* | i | 0.0 | -8.9 | i | -2.9
CCCn1c(-c2ccc[nH]c2=O)nc2ccccc21 | i | i | i | i | i | i | i | -95.4 | nt | i | -7.8
NC(CSCc1ccccc1Cl)C(=O)O (stereo not given) | i | i | i | i | i | i | i | 3.0 | -8.6 | i | -8.5
O=C(Cc1nc2ccccc2[nH]c1=O)c1ccc(Cl)cc1 | i | i | i | i | i | i | i | nt | -10.7 | i | -8.4
CC(=O)c1c(-c2ccccc2)c2cc(Cl)ccc2n(C)c1=O | i | i | i | i | i | i | i | -3.1 | -2.1 | i | -7.3
O=C(NC1CCCCC1)C(c1ccc2ncccc2c1)N(Cc1ccc(F)cc1)C(=O)c1cccs1 (stereo not given) | i | i | i | i | i | i | i | 10.9 | 0.6 | i | 1.6
CCn1c(CNS(=O)(=O)c2ccc(Br)cc2)nnc1SC | i | i | i | i | i | i | i | 0.0 | 1.6 | i | -5.0
COc1ccccc1NC(=O)c1ccc(NC(=O)COC(=O)CC(NC(=O)c2ccccc2Cl)c2ccccc2)cc1 (stereo not given) | i | i | i | i | i | i | i | -1.0 | 6.6 | i | -9.9
CCCCN(CC)CCCNC(=O)CC1Oc2ccccc2NC1=O (stereo not given) | i | i | i | i | i | i | i | -2.6 | -1.0 | i | -6.1
Cn1c(SCC(=O)Nc2ccc(Cl)cc2F)nnc1-c1ccco1 | i | i | i | i | i | i | i | -4.0 | -21.6 | i | -7.4
O=C1COc2ccc(C(=O)CSc3nnc(Cc4cccs4)n3-c3ccc(Cl)cc3)cc2N1 | i | i | i | i | i | i | i | nt | 8.0 | i | -11.3
COc1cccc(NC(=O)c2oc3ccccc3c2NC(=O)C(C)(C)C)c1 | i | i | i | i | i | i | i | ? | 4.4 | i | -13.0
CC(=O)c1ccc(NC(=O)c2cccc(S(=O)(=O)N3CCN(C)CC3)c2)cc1 | i | i | i | i | i | i | i | 2.0 | -1.4 | i | -1.5
CCC(=O)Nc1nc(C)c(-c2csc(Nc3cccc(C(=O)O)c3)n2)s1 | i | i | i | i | i | i | i | -2.0 | 15.4 | i | -10.5
COc1cc(/C=C(\C#N)c2nc3ccccc3[nH]2)c([N+](=O)[O-])cc1OCc1ccccc1 | i | i | i | i | i | i | i | -7.3 | 31.2 | i | -7.5
COc1ccccc1NC(=O)c1ccc(NC(=O)COC(=O)CCC2CCCC2)cc1 | i | i | i | i | i | i | i | 13.1 | -6.4 | i | -8.0
NC(=O)C(=O)N/N=C/c1c(F)c(F)c(F)c(F)c1F | i | i | i | i | i | i | i | -4.0 | -11.3 | i | -10.8
COc1ccccc1N1CCN(C(=O)C2CCCCN2S(=O)(=O)c2ccc(C)cc2)CC1 (stereo not given) | i | i | i | i | i | i | i | -3.5 | -3.7 | i | -12.5
O=C1CN(Cc2nc3cc(Cl)ccc3c(=O)[nH]2)CCN1 | i | i | i | i | i | i | i | 1.0 | -2.1 | i | -9.6
COc1cccc(CNC(=O)CCS(=O)(=O)c2cccc3nonc23)c1 | i | i | i | i | i | i | i | -0.8 | -0.4 | i | -8.9
O=C(NCCc1ccccc1)C1(c2ccccc2)CCCC1 | i | i | i | i | i | i | i | 2.0 | -1.4 | i | -6.5
Cc1ccc(C)c(S(=O)(=O)NCc2cccnc2)c1 | i | i | i | i | i | i | i | -2.4 | -2.5 | i | -16.7
Cc1cc(C)n(CC(=O)NNC(=O)c2cccc(C(F)(F)F)c2)n1 | i | i | i | i | i | i | i | 2.5 | 5.4 | i | -10.2
O=C(NCc1ccccc1)C1CCC1 | i | i | i | i | i | i | i | -2.2 | -1.8 | i | -5.8
O=C(Nc1ccccc1)c1cccnc1N1CCCC1 | i | i | i | i | i | i | i | 0.8 | -3.1 | i | -12.2
Cc1ccc2nc(SCC(=O)c3c(N)n(C)c(=O)n(C)c3=O)[nH]c2c1 | i | i | i | i | i | i | i | 7.7 | -8.2 | i | -11.5
O=C(Cc1ccccc1)Oc1coc(CSc2ncccn2)cc1=O | i | i | i | i | i | i | i | -4.0 | -4.5 | i | -8.5
CCN1C(=O)N[C@@H](c2cccc(C(F)(F)F)c2)[C@H](C(C)=O)[C@H]1C | i | i | i | i | i | i | i | 4.4 | -7.8 | i | -3.3
NNc1nc(-c2ccccc2)c2cc(Cl)ccc2n1 | i | i | i | i | i | i | i | 0.1 | 46.8 | i | 0.9
CCOC(=O)N1CCC(NC(=O)C(CC(C)C)NC(=O)C2CCC(C)CC2)CC1 (stereo not given) | i | i | i | i | 100* | i | i | 5.9 | -20.7 | i | -11.8
COc1ccc2c(c1OC)C(=O)OC2Nc1nc(-c2ccccc2)cs1 (stereo not given) | i | i | i | i | i | i | i | 3.1 | 1.9 | i | -8.2
COc1ccc(NS(=O)(=O)c2cccc(C(=O)NCC(c3ccccc3OC)N3CCCC3)c2)cc1 (stereo not given) | i | i | i | i | i | i | i | -0.8 | -7.9 | i | -5.2
CC(=O)N1CCN(CCN=CC2=C(O)CC(C)(C)CC2=O)CC1 | i | i | i | i | i | i | i | -1.1 | 3.8 | i | -4.9
O=C(c1ccccc1)c1ccc2nc(-c3ccc(NC(=O)c4ccccc4F)cc3)[nH]c2c1 | i | i | i | i | i | i | i | -6.8 | 16.7 | i | -6.2
CC1CCc2sc(C(=O)NNC(=S)NCC3CCCO3)cc2C1 (stereo not given) | i | i | i | i | i | i | i | -3.1 | -10.9 | i | -11.8
Fc1ccc(-c2n[nH]c(=S)n2CC2CCCO2)cc1 (stereo not given) | i | i | i | i | i | i | i | 1.8 | 3.3 | i | -0.8
COc1ccc(/C=N/Nc2nc3ccccc3c(=O)[nH]2)cc1 | i | i | i | i | i | i | i | -1.5 | 2.8 | i | -14.7
O=C(c1ccc(S(=O)(=O)N2CCCCC2)cc1)N1CCN(c2ccccc2)CC1 | i | i | i | i | i | i | i | -5.9 | -17.1 | i | -10.4
CN(C)C(=O)CN(c1ccc(F)c(Cl)c1)S(C)(=O)=O | i | i | i | i | i | i | i | 2.9 | 9.3 | i | -11.5
COc1ccc(S(=O)(=O)NC2CC2)cc1Cl | i | i | i | i | i | i | i | 2.9 | -0.5 | i | -0.8
COc1ccccc1NC(=O)CCN1C(=O)/C(=C\c2cc(OC)c(OC)c(OC)c2)SC1=S | i | i | i | i | i | i | i | -2.3 | 7.5 | i | -15.6
CCOc1ccc(-c2nc(CSCC(=O)NC3CCCc4ccccc43)c(C)o2)cc1 (stereo not given) | -8.3* | i | i | i | i | 6* | i | -4.0 | 27.6 | i | -9.1
CCOC(=O)c1c(NC(=O)C2C3C=CC(CC3)C2C(=O)O)sc(C)c1CC (stereo not given) | i | i | i | i | i | i | i | -9.9 | 3.3 | i | -8.9
C=CCOCCN(CC)CC | i | i | i | i | i | i | i | 0.0 | 0.0 | i | -4.5
CC(C)C(=O)Nc1ccc(C(=O)NNC(=S)NC(=O)c2ccccc2[N+](=O)[O-])cc1 | i | i | i | i | i | i | i | 2.9 | 2.0 | i | -2.6
CC(=O)N1CCOc2cc(S(=O)(=O)NCc3ccc(F)cc3)c(C)cc21 | i | i | i | i | i | i | i | -2.4 | -6.4 | i | -6.4
COc1ccc(-c2n[nH]c(=S)n2-c2cc(OC)ccc2OC)cc1 | i | i | i | i | i | i | i | 10.8 | 6.5 | i | -11.4
C/C(=C\c1ccccc1)CN1CCC(C(=O)N2CCCC(C)C2)CC1 (stereo not given) | i | i | i | i | i | i | i | 1.7 | -12.3 | i | -4.3
O=[N+]([O-])c1ccc(C[n+]2ccc(Cc3ccccc3)cc2)cc1 | i | i | i | i | i | i | i | 6.6 | 6.7 | i | -10.3
O=C(COc1cc(Cl)c(Cl)cc1Cl)Nc1cccc(O)c1 | i | i | i | i | i | i | i | 2.7 | -7.4 | i | -5.4
O=C(N/N=C/c1ccccn1)c1cc(-c2ccc(Cl)s2)[nH]n1 | i | i | i | i | i | i | i | -5.5 | 0.3 | i | -7.9
CCOc1ccc(-c2csc(NC(=O)c3ccco3)n2)cc1 | i | 4.98* | i | i | i | i | i | 4.6 | 4.1 | i | 1.1
O=[N+]([O-])c1cc(Cl)cc2c1nc(NCCO)c1ccccc12 | i | i | i | i | i | i | i | nt | 31.5 | i | -5.4
CCOC(=O)/C(C#N)=C/c1c(N2CCN(c3cccc(Cl)c3)CC2)nc2c(C)cccn2c1=O | i | i | nt | i | nt | 6* | i | nt | 9.6 | i | -11.4
CCOC(=O)CC1NCCc2c1[nH]c1ccc(OC)cc21 (stereo not given) | i | i | i | i | i | i | i | -12.7 | -5.6 | i | -5.9
COc1ccc(N(C(=O)c2ccncc2)S(=O)(=O)c2ccc3c4c(cccc24)C(=O)N3C)cc1 | i | i | i | i | i | i | i | -1.8 | nt | i | -8.4
COc1ccc(/C=C(/NC(=O)c2cccs2)C(=O)N2CCOCC2)cc1OC | i | i | i | i | i | i | i | 9.3 | -0.6 | i | -2.8
